human PMI inhibition = inhibitors of human PMI, primary screen, biochemical, fluorescence intensity, coupled assay (AID 1209); purified PMI enzyme, coupled fluorescence intensity; higher % means a stronger effect; inhibition, % at 20 µM; hits with a dose series show IC50 in µM; hit rate 0.42% among 190,000;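 note: plate controls were DMSO vehicle for no effect and wells lacking substrate for full effect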
PMI inhibition = human PMI inhibitors, high substrate, primary screen, biochemical, fluorescence intensity, high mannose 6-phosphate (AID 1220); one-dose inhibition, % at 20 µM; IC50 in µM for titrated hits; hit rate 0.66% among 190,000; recombinant PMI enzyme, coupled fluorescence intensity; higher % means a stronger effect
M1AAP inhibition = P. falciparum M1AAP inhibitors, biochemical, fluorogenic H-Leu-NHMec substrate, 1536-well (AID 1445). recombinant M1AAP, H-Leu-NHMec fluorogenic kinetic assay; higher % means a stronger effect. inhibition, % at 30 µM, or IC50 in µM where a hit was titrated. hit rate 0.42% among 220,000;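 active = primary inhibition above the hit cutoff, then over 50% inhibition at one or more dose response concentrations, cut at about 23% in these data, passing the limit was not always enough; inconclusive = conflicting primary data, or primary hits not chosen for dose response; inactive = low primary inhibition, or under 50% at every dose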;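 note: plate controls were DMSO full reaction for no effect and no enzyme background for full effect; strong numbers were not always called active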
TNAP activation fold = human TNAP enzyme activators, primary screen, biochemical, luminescent, no phosphate acceptor, uHTS (AID 1001). purified TNAP, luminescent activation assay, no phosphate acceptor; higher activation fold means a stronger effect. activation fold at 20 µM; hits with a dose series show EC50 in µM. hit rate 0.03% among 200,000; in the data active = activation fold from about 3, or a potency from the dose series; inactive = the rest, 99 in 100 with activation fold below about 1.6; note: many of its hits are not listed in these tables
WT yeast gro inh = growth inhibition of WT yeast, mitochondrial fusion screen; inhibition, % at 10 µM; hit rate 2.1% among 190,000; mitochondrial fusion phenotypic screen, WT strain; in the data active = inhibition above about 58%; tested in S. cerevisiae
UTI89 phage lysis = inhibition of K1F phage lysis, E. coli UTI89, bacterial capsule biogenesis inhibitors, alamar blue (AID 488966). E. coli UTI89 K1F phage lysis, alamar blue, 2 h; higher % means a stronger effect. inhibition, % at 100 µM; hits with a dose series show IC50 in µM. hit rate 0.02% among 340,000;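 active = phage lysis inhibition, versus mean bacterial control, above a set limit; inconclusive = no clear call, values can overlap the other calls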;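 note: capsule biogenesis inhibitors block K1F phage lysis so surviving cells raise fluorescence; higher fluorescence means more inhibition of phage lysis; actives were called in the ten point dose series up to 300 µM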
ER stress rescue = rescue of cells from ER stress-induced death, primary screen, 384-well, CSM14.1, thapsigargin, ATP luminescence (AID 1222). CSM14.1 thapsigargin-induced death rescue, ATP luminescence; higher % means a stronger effect. cellular ATP content (survival), % at 20 µM, or EC50 in µM where a hit was titrated. 190,000 tested, under 10 active;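 active = EC50 below 50 µM in the dose-response confirmation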;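 note: death triggered by thapsigargin at about 15 µM added after 2 h compound pretreatment; cell ATP read after overnight thapsigargin exposure of roughly 18 to 22 hours; normalized against plate controls of thapsigargin alone and 5% DMSO vehicle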
Lipid droplet = hepatic lipid droplet formation modulation; AML12 mouse hepatocytes, oleate lipid droplets, BODIPY imaging; inhibition, % at 6.5 µM; hit rate 0.4% among 240,000;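 active = lipid droplet intensity inhibited by at least 50%, with more than 500 cells counted; inconclusive = wells with under 300 cells, treated as cytotoxic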
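Assay system: AML12 hepatocytes (mouse); Probe or stimulus: oleic acid at 100 µM to induce lipid droplet formation; Dosing: compound at 6.5 µM only; Schedule: compound with oleate, overnight; Detection: fluorescence imaging, 20x objective, two fields per well; Measure: % inhibition of lipid droplet signal.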
Myeloid diff 2 = promotes myeloid progenitor differentiation. ER-HoxA9 myeloid progenitors, lysozyme-GFP differentiation, flow cytometry. calls only at 10 µM. hit rate 1% among 360,000;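 active = normalized GFP-positive differentiation at or above the plate's own cutoff, the solvent-only control mean plus 3 SD; inconclusive = no clear call, values can overlap the other calls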;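 note: cells exposed to compound for four days before flow analysis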
WT yeast gro inh mutant strain = second read-out of WT yeast gro inh, no call of its own (marks repeat the call); inhibition, %; mitochondrial fusion phenotypic screen, mutant strain inhibition
Lipid droplet cells 6.5 µM = second read-out of Lipid droplet, no call of its own (marks repeat the call); cell count; measured here: cell count, cytotoxicity flag;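 cells counted across two imaged fields per well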
Myeloid diff 2 GFP+ MAC1+ % = further read-out of Myeloid diff 2, marked with its call; GFP+ MAC1+ double positive, %; measured here: differentiation confirmed by MAC1 staining
Starred values were filed as active, the others as inactive; [ ] = dose if it differs, or a comment. Cut-off read from the data, not from the text of the source, unless noted: active = inhibition above about 50%; inactive = the rest.

CN(c1ccccc1C(=O)Nc1ccc(F)c(F)c1)S(C)(=O)=O was read as human PMI inhibition 9.0%, PMI inhibition 2.1%, M1AAP inhibition 0.1%, TNAP activation fold 1, WT yeast gro inh 14.0, UTI89 phage lysis 0.1%, ER stress rescue -0.6%, Lipid droplet 9.7, Myeloid diff 2 inactive, WT yeast gro inh mutant strain 2.8, Lipid droplet cells 6.5 µM 712 and Myeloid diff 2 GFP+ MAC1+ % 0.4.
`COc1cccc(-c2nn(C)c3sc(C(=O)NCc4ccc(C)o4)cc23)c1` gave human PMI inhibition -1.7%, PMI inhibition -19.6%, M1AAP inhibition 10.9%, TNAP activation fold 1.1, WT yeast gro inh 5.4, UTI89 phage lysis 4.7%, ER stress rescue 1.1%, Lipid droplet 29.6, Myeloid diff 2 inactive, WT yeast gro inh mutant strain -3.7, Lipid droplet cells 6.5 µM 737 and Myeloid diff 2 GFP+ MAC1+ % 1.4.
`O=C1CN=C(Nc2cccc(C(F)(F)F)c2)N1C1CCCC1` gave human PMI inhibition 4.5%, PMI inhibition 4.3%, M1AAP inhibition -1.2%, TNAP activation fold 1.1, WT yeast gro inh 4.2, UTI89 phage lysis 4.8%, ER stress rescue -0.7%, Lipid droplet 4.8, Myeloid diff 2 inactive, WT yeast gro inh mutant strain 4.7, Lipid droplet cells 6.5 µM 684 and Myeloid diff 2 GFP+ MAC1+ % 1.8.
Cc1ccc(NC(=O)O/N=C2\CCCCC2c2ccc([N+](=O)[O-])cc2[N+](=O)[O-])cc1 (stereo unspecified) was read as human PMI inhibition 10.8%, PMI inhibition 6.6%, M1AAP inhibition 5.7%, TNAP activation fold 1, WT yeast gro inh 3.8, UTI89 phage lysis 0.0%[50 µM], ER stress rescue 4.7%, Myeloid diff 2 inactive, WT yeast gro inh mutant strain -4.2 and Myeloid diff 2 GFP+ MAC1+ % 0.6.
O=C(Oc1cccc(-n2cnnn2)c1)c1ccccc1 was read as human PMI inhibition -1.1%, PMI inhibition 3.7%, M1AAP inhibition 2.6%, TNAP activation fold 1.1, WT yeast gro inh -9.9, UTI89 phage lysis 0.2%, ER stress rescue -1.8%, Lipid droplet 11.7, Myeloid diff 2 inactive, WT yeast gro inh mutant strain -12.5, Lipid droplet cells 6.5 µM 644 and Myeloid diff 2 GFP+ MAC1+ % 0.2.
For COc1ccc(N2C(=O)CCC(C(=O)NCc3ccccn3)C2c2ccc(F)cc2)cc1 (stereo unspecified) the results were human PMI inhibition -8.8%, PMI inhibition -11.1%, M1AAP inhibition -2.0%, TNAP activation fold 1, WT yeast gro inh -5.9, UTI89 phage lysis 0.3%, ER stress rescue 3.5%, Lipid droplet -1.6, Myeloid diff 2 inactive, WT yeast gro inh mutant strain 0.4, Lipid droplet cells 6.5 µM 742 and Myeloid diff 2 GFP+ MAC1+ % 0.9.
For COc1ccccc1Cn1c(=S)[nH]c2cc(C(=O)NCC3CCCO3)ccc2c1=O (stereo unspecified) the results were human PMI inhibition -2.7%, PMI inhibition -4.6%, M1AAP inhibition 8.1%, TNAP activation fold 1, WT yeast gro inh -0.2, UTI89 phage lysis 0.3%, ER stress rescue inactive, Lipid droplet -4.2, Myeloid diff 2 inactive, WT yeast gro inh mutant strain 10.6, Lipid droplet cells 6.5 µM 673 and Myeloid diff 2 GFP+ MAC1+ % 0.9.
Screening CCNC(=S)NNC(=O)CCn1c2ccccc2c2ccccc21 returned human PMI inhibition -15.5%, PMI inhibition -5.6%, M1AAP inhibition 4.3%, WT yeast gro inh 5.9, UTI89 phage lysis 2.0%, ER stress rescue 2.5%, Myeloid diff 2 inactive, WT yeast gro inh mutant strain -0.6 and Myeloid diff 2 GFP+ MAC1+ % 0.4.
O=C(NCCN1CCOCC1)c1cn(CCc2ccccc2)nn1 was read as human PMI inhibition -1.3%, PMI inhibition -0.7%, M1AAP inhibition -2.8%, TNAP activation fold 1.2, WT yeast gro inh 9.2, UTI89 phage lysis 1.1%, ER stress rescue -2.9%, Myeloid diff 2 inactive, WT yeast gro inh mutant strain 12.4 and Myeloid diff 2 GFP+ MAC1+ % 0.5.
For O=C(O)CN1C(=O)c2ccc(Oc3ccc4c(c3)C(=O)N(CC(=O)O)C4=O)cc2C1=O the results were M1AAP inhibition -3.7%, UTI89 phage lysis 0.6%, Lipid droplet 8.7, Myeloid diff 2 inactive, Lipid droplet cells 6.5 µM 765 and Myeloid diff 2 GFP+ MAC1+ % 0.1.
For CC(C)N1CCN(Cc2ccc(C#CC(C)(C)O)s2)CC1CCO (stereo unspecified) the results were human PMI inhibition 12.8%, PMI inhibition 11.6%, M1AAP inhibition -2.9%, TNAP activation fold 1.1, WT yeast gro inh 4.8, UTI89 phage lysis -3.5%, ER stress rescue -0.1%, Lipid droplet 25.8, Myeloid diff 2 inactive, WT yeast gro inh mutant strain 9.9, Lipid droplet cells 6.5 µM 768 and Myeloid diff 2 GFP+ MAC1+ % 0.1.
Screening CCOC(=O)c1cccc(NC(=O)c2cnc3ccccc3n2)c1 returned human PMI inhibition 13.4%, PMI inhibition 14.9%, M1AAP inhibition 5.4%, TNAP activation fold 1.1, WT yeast gro inh 9.3, UTI89 phage lysis 5.2%[50 µM], ER stress rescue 3.0%, Myeloid diff 2 inactive, WT yeast gro inh mutant strain -13.5 and Myeloid diff 2 GFP+ MAC1+ % 0.9.
`COC(=O)c1sccc1S(=O)(=O)Nc1ccc(S(N)(=O)=O)cc1` gave M1AAP inhibition 2.6%, UTI89 phage lysis 0.5%, Lipid droplet 3.3, Myeloid diff 2 inactive, Lipid droplet cells 6.5 µM 663 and Myeloid diff 2 GFP+ MAC1+ % 0.5.
`COc1ccc(CN2CCN(Cc3ccccc3)C(CCO)C2)cc1OC` (stereo unspecified) gave human PMI inhibition 14.1%, PMI inhibition 7.0%, M1AAP inhibition 6.3%, TNAP activation fold 1.1, WT yeast gro inh -3.0, UTI89 phage lysis -0.1%, ER stress rescue -0.9%, Lipid droplet 16.0, Myeloid diff 2 inactive, WT yeast gro inh mutant strain -16.5, Lipid droplet cells 6.5 µM 688 and Myeloid diff 2 GFP+ MAC1+ % 0.8.
`Cc1cccc(NC(=O)CCSc2nc(C)cc(C)n2)c1` gave human PMI inhibition 5.3%, PMI inhibition 4.0%, M1AAP inhibition 1.6%, TNAP activation fold 1.1, WT yeast gro inh 11.9, UTI89 phage lysis 1.1%, ER stress rescue 1.4%, Myeloid diff 2 inactive, WT yeast gro inh mutant strain 7.0 and Myeloid diff 2 GFP+ MAC1+ % 1.3.
`O=C(O)c1ccc2[nH]c3c(c2c1)CSCC3` gave human PMI inhibition 3.8%, PMI inhibition 2.3%, M1AAP inhibition 11.7%, TNAP activation fold 1, WT yeast gro inh -3.7, UTI89 phage lysis -1.7%, Lipid droplet -7.9, Myeloid diff 2 inactive, WT yeast gro inh mutant strain 7.1, Lipid droplet cells 6.5 µM 643 and Myeloid diff 2 GFP+ MAC1+ % 6.4.
CC1=Nc2ccccc2N=C(NC(=O)/C=C/C(=O)O)C1c1ccccc1 (stereo unspecified) was read as M1AAP inhibition 10.1%, UTI89 phage lysis -1.0%[50 µM], Lipid droplet -9.8, Myeloid diff 2 inactive, Lipid droplet cells 6.5 µM 676 and Myeloid diff 2 GFP+ MAC1+ % 0.4.
For O=C(Cc1ccccc1)N1CCN(C(=O)c2ccc([N+](=O)[O-])cc2)CC1 the results were human PMI inhibition -3.6%, PMI inhibition 1.8%, M1AAP inhibition 2.1%, TNAP activation fold 1.1, WT yeast gro inh -4.2, UTI89 phage lysis 1.3%, ER stress rescue 0.5%, Lipid droplet -11.1, Myeloid diff 2 inactive, WT yeast gro inh mutant strain -9.9, Lipid droplet cells 6.5 µM 689 and Myeloid diff 2 GFP+ MAC1+ % 0.1.
`COc1ccc2[nH]c(-c3cccc(F)c3)cc(=O)c2c1` gave human PMI inhibition -23.4%, PMI inhibition -14.3%, M1AAP inhibition 0.1%, TNAP activation fold 1.1, WT yeast gro inh -5.6, UTI89 phage lysis 1.1%, ER stress rescue -5.2%, Lipid droplet -75.2, Myeloid diff 2 inconclusive, WT yeast gro inh mutant strain -19.7 and Lipid droplet cells 6.5 µM 586.
Cc1noc(NC(=O)c2ccccc2Cl)c1C#N was read as human PMI inhibition 3.5%, PMI inhibition 9.4%, M1AAP inhibition 2.0%, TNAP activation fold 1.1, WT yeast gro inh 2.3, UTI89 phage lysis 0.1%, ER stress rescue -2.6%, Lipid droplet -0.6, Myeloid diff 2 inactive, WT yeast gro inh mutant strain 17.7, Lipid droplet cells 6.5 µM 653 and Myeloid diff 2 GFP+ MAC1+ % 0.9.
`CN(CC(=O)Nc1ccccc1-c1ccccc1)Cc1ccccc1Cl` gave human PMI inhibition 18.5%, PMI inhibition 17.7%, M1AAP inhibition 4.0%, TNAP activation fold 1.1, WT yeast gro inh 70.3*, UTI89 phage lysis -1.1%, ER stress rescue 4.8%, Lipid droplet -5.7, Myeloid diff 2 inactive, WT yeast gro inh mutant strain 27.5*, Lipid droplet cells 6.5 µM 659 and Myeloid diff 2 GFP+ MAC1+ % 0.0.
`CC(C)(C)NC(=O)CN(Cc1ccc2c(c1)OCO2)C(=O)CCC(=O)Nc1nccs1` gave human PMI inhibition 2.1%, PMI inhibition -0.7%, M1AAP inhibition 3.8%, TNAP activation fold 1, WT yeast gro inh 5.3, UTI89 phage lysis -0.6%, ER stress rescue 1.0%, Lipid droplet -1.2, Myeloid diff 2 inactive, WT yeast gro inh mutant strain 4.3, Lipid droplet cells 6.5 µM 724 and Myeloid diff 2 GFP+ MAC1+ % 0.8.
Screening Cc1cccc(C)c1NC(=O)c1sc(Cl)nc1C returned human PMI inhibition -0.3%, PMI inhibition -0.8%, M1AAP inhibition -2.1%, TNAP activation fold 1, WT yeast gro inh -9.3, UTI89 phage lysis 1.8%[50 µM], ER stress rescue 0.0%, Lipid droplet -21.4, Myeloid diff 2 inactive, WT yeast gro inh mutant strain 3.9, Lipid droplet cells 6.5 µM 704 and Myeloid diff 2 GFP+ MAC1+ % 1.4.
Screening Cc1c(-c2cc(C(=O)O)no2)cnn1C returned human PMI inhibition -1.3%, PMI inhibition -0.1%, M1AAP inhibition -11.0%, TNAP activation fold 1.1, WT yeast gro inh -14.4, UTI89 phage lysis 0.5%, ER stress rescue 4.3%, Lipid droplet 1.7, Myeloid diff 2 inactive, WT yeast gro inh mutant strain 7.7, Lipid droplet cells 6.5 µM 727 and Myeloid diff 2 GFP+ MAC1+ % 0.0.

Screens (PubChem BioAssay)
